# OXTR agonist = human OXTR agonists, primary screen, fluorescence, CHO-OTR cells, Fluo-8 calcium. Oxytocin receptor (Homo sapiens), P30559. Fluo-8 calcium fluorescence; normalized: DMSO 0%, oxytocin 100%. activation, % at 3 µM. 320,000 compounds, 0.32% hits. AID 2435, 2010;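 active = activation above the mean of all tested compounds plus 3 SD, cutoff set per screening run, cut at about 20% in these data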;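 note: peak over basal fluorescence ratio from a 100 s FLIPR kinetic read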
# Target sequence (P30559 whole entry, looked up): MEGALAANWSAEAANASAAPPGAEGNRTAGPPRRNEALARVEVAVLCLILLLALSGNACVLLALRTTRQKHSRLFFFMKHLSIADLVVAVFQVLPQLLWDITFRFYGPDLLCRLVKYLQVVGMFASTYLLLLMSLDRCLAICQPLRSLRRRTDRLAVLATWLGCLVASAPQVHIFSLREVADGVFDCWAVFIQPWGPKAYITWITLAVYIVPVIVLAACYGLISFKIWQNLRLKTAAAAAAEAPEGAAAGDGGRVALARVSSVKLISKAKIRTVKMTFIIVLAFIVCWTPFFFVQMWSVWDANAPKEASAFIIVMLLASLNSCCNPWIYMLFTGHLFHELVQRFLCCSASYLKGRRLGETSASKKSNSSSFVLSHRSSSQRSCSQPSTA
# PHOSPHO1 block = PubChem AID 1565; inhibition, % at 13.3 µM; 290,000 compounds, 1.1% hits; Phosphoethanolamine/phosphocholine phosphatase (Homo sapiens), Q8TCT1; recombinant PHOSPHO1, absorbance phosphatase assay; in the data active = inhibition above about 60%
# Target sequence (Q8TCT1 whole entry, looked up): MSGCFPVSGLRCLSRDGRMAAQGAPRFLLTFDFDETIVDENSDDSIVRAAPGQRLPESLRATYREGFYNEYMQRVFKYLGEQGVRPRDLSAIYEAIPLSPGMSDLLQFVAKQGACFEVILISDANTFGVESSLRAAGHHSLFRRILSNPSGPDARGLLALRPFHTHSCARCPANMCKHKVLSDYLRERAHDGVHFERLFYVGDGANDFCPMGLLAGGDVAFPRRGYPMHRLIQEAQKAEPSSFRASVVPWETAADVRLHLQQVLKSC
# MEKK2 WT-MEK5 = modulators of MEK5 binding to wildtype MEKK2, primary screen, biochemical, multiplex bead flow cytometry, Alexa488-MEK5; binding response (% of control), % at 10 µM; 290,000 compounds, 1.1% hits; Alexa488-MEK5 binding to MEKK2 WT; actives lie on both sides; Mitogen-activated protein kinase kinase kinase 2 (Homo sapiens), Q9Y2U5; in the data active = binding response below about 67% or above about 130%
# V1R ag counter = agonists of human V1a receptor, primary screen, counter-screen for OXTR agonist project, fluorescence, CHO-V1R cells; Vasopressin V1a receptor (Homo sapiens), P37288; Fluo-8 calcium fluorescence, agonist mode; 0% DMSO, 100% 3 nM vasopressin; activation, % at 3 µM; 320,000 compounds, 0.25% hits; AID 2797, 2010;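 active = activation above the mean activation of all tested compounds plus 3 SD, per screening run, cut at about 20% in these data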;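 note: signal is peak over basal fluorescence ratio across a 100 second FLIPR read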
# Target sequence (P37288 whole entry, looked up): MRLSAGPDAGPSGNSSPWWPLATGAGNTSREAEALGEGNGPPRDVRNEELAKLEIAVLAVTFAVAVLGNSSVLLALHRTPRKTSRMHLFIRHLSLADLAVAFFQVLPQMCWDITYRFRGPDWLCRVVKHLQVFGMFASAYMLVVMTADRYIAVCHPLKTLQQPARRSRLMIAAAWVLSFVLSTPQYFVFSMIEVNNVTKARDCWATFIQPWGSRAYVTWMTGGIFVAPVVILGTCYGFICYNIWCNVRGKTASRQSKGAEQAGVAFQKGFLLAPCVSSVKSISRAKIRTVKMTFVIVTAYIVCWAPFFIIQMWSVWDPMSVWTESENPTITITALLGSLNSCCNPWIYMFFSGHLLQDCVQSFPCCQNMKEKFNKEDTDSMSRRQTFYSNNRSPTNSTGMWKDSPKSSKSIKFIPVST
# GalR3 antag = GalR3 antagonists in HEK293 cells, primary screen, cell-based, fluorescence readout | Galanin receptor type 3 (Homo sapiens), O60755 | HEK293 GalR3-CNG cAMP membrane potential fluorescence; galR3 body fused to GalR1 C-terminus | inhibition, % at 3 µM | 360,000 compounds, 0.44% hits | AID 651719, 2012;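 active = inhibition above the screen-wide average plus 3 SD, cut at about 13% in these data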;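 note: forskolin and galanin both at EC90 stimulate the cells; cAMP rise reported by CNG channel membrane potential dye signal; 0% = forskolin plus galanin with DMSO and 100% = forskolin alone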
# NALP1 inh = NALP1 inflammasome inhibitors in reconstituted yeast, colorimetric, S. cerevisiae, triplicate retest. inhibition, % at 10 µM. S. cerevisiae NALP1/ASC/caspase-1 growth, X-gal OD620, 72 h. 280,000 compounds, 0.61% hits. AID 2071, 2009; in the data active = inhibition mostly above about 24%, no sharp cut-off; inactive = mostly below about 32%; note: some compounds called inactive have numbers as strong as hits
# MEKK2 mut-MEK5 = MEK5 binding signal on mutant MEKK2 PB1, primary screen, biochemical, multiplex bead flow cytometry, Alexa488-MEK5 | Alexa488-MEK5 binding to MEKK2 mutant | percent response, % at 10 µM | 290,000 compounds, 0.35% hits | AID 1530, 2009; in the data active = percent response above about 24%, passing the limit was not always enough; note: inactives centre near 1; some results filed as inactive read as strong as hits; reference of the scale not given here
# MEKK3 PB1 HTS = modulators of MEKK3-MEK5 PB1 binding, primary screen, biochemical, wildtype MEKK3, multiplex bead flow cytometry, Alexa488-MEK5 | AID 1529, 2009 | Mitogen-activated protein kinase kinase kinase 3 (Homo sapiens), Q99759 | binding response (% of control), % at 10 µM | 290,000 compounds, 1.4% hits | bead-based flow cytometry, Alexa488-MEK5 binding to MEKK3; actives lie on both sides; 0 = blocked by unlabeled MEK5, 100 = vehicle;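 active = binding response more than 3 SD above or below the average of its plate-row segment, actives on both sides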;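 note: Alexa488 bead fluorescence after subtracting the streptavidin-only scavenger bead signal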
# GPR7 antag = GPR7 receptor antagonists, primary screen, cell-based, fluorescence, single concentration; GPR7-expressing cells, fluorescence antagonist assay; inhibition, % at 4.4 µM; 290,000 compounds, 1.1% hits; AID 1861, 2009; in the data active = inhibition above about 16%, passing the limit was not always enough;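 note: cells stimulated with the agonist NPW; 0% = agonist with vehicle and 100% = vehicle without agonist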
# Starred values were filed as active, the others as inactive; · = not tested or not shown.
SMILES,OXTR agonist,PHOSPHO1 block,MEKK2 WT-MEK5,V1R ag counter,GalR3 antag,NALP1 inh,MEKK2 mut-MEK5,MEKK3 PB1 HTS,GPR7 antag
Cc1cccc(N2CCN(C(=O)C3CCCN(S(=O)(=O)c4c(C)noc4C)C3)CC2)c1C (configuration not stated),-1.7,·,102,1.4,·,·,4,102,-1
O=C(Cn1cnc2ccccc21)NC(c1ccccc1)c1ccccc1,2.6,20,106,0.3,-6,17,2,104,6
COc1cccc(C(=O)NNC(=O)C(=O)N2CCCCC2)c1,0.8,10,100,1.7,-3,-6,2,103,-9
S=c1[nH]nc2c3c4c(sc3ncn12)CCCC4,-2.6,106*,106,-1.4,-2,21,5,104,1
Cn1c(C(=O)N2CCCc3ccccc32)cc2sccc21,-1.0,-13,97,-1.4,-7,-2,0,100,-4
CN(c1ccccc1)S(=O)(=O)c1cccc(NC(=O)c2cc3ccccc3oc2=O)c1,-0.1,39,55,-0.2,-3,·,-27,54,-7
CCn1c(SCC(=O)N/N=C(\C)c2ccncc2)nnc1-c1ccccc1,-0.5,23,90,1.0,-4,20,-2,81,0
CCCCOC(=O)Cn1c(=N)n(CCN(CC)CC)c2ccccc21,0.5,6,106,1.3,-5,3,1,108,2
Cc1cc(C)n(CCNC(=O)C2CCC(=O)N(CCc3cccc(F)c3)C2)n1 (configuration not stated),0.5,-5,111,1.0,0,8,10,109,-15
N#Cc1nc(COc2ccc(Br)cc2)oc1NCCN1CCOCC1,4.3,5,100,2.0,-7,22,-5,101,3
COc1cccc(C(=O)NC(=S)Nc2ccc3c4c(cccc24)CC3)c1,-1.3,-5,108,-0.2,4,3,11,107,-10
COc1ccc(NC(=O)NCc2cccn2C)c(OC)c1,-0.7,27,88,-0.3,1,-4,-6,88,-6
CCc1ccc(NC(=S)N2CCN(S(=O)(=O)c3ccccc3)CC2)cc1,·,37,96,·,-3,5,1,100,-19
CC(O)CNC(=S)Nc1ccccc1 (configuration not stated),1.8,16,89,1.3,-2,-20,-12,104,-10
CC(C)C(C(=O)O)N1C(=O)/C(=C/c2cccn2C)SC1=S (configuration not stated),2.8,-16,100,1.0,8,46,-2,101,7
CSC1=C(C#N)C(c2ccccc2Cl)C2=C(N1)c1ccccc1C2=O (configuration not stated),-0.6,-122,88,-0.2,-4,-4,-2,99,3
CC(C)C[C@H](NC(=O)C1CCN(S(=O)(=O)c2ccccc2)CC1)C(=O)NCc1cccnc1,-0.6,47,111,-0.2,-1,8,6,106,-9
CCn1c(CSCc2ccc(C)cc2)nnc1SCC(=O)N1CCN(c2ccccc2)CC1,4.5,52,100,8.0,-3,10,6,105,-5
CN(C)c1ccnc2sc(C(=O)c3ccccc3)c(N)c12,-2.1,-18,102,-0.9,-4,53,-1,107,13
Cc1nc(C)c(C(=O)Nc2ccc(Oc3ccccc3)cc2)o1,11,13,98,6.5,-8,·,1,96,-2
Cc1ccc(OCC(=O)Nc2ccc3c(c2)OCO3)c([N+](=O)[O-])n1,-0.8,-4,93,1.8,2,31,-2,92,-3
COc1ccccc1C(=O)N(CN1CCCC1=O)c1cccc(Cl)c1,0.7,-3,74,0.2,-6,15,-12,71,-11
CC1CCc2cc(F)cc3c(O)c(C(=O)NCc4ccco4)c(=O)n1c23 (configuration not stated),·,11,·,·,-4,3,·,·,1
Cc1[nH]c2ccccc2c1C(=O)CN1CCC(C)CC1,0.9,70*,105,1.5,3,-14,3,98,-5
CC1(C)Cc2c(cnn2-c2cccc(F)c2)C(NC(=O)CSc2ccccn2)C1 (configuration not stated),-0.1,8,100,2.8,-7,3,3,102,-13
CSc1ccccc1NC(=O)c1cc(Cl)sc1Cl,-2.3,23,102,-1.8,-10,0,11,106,-19
O=[N+]([O-])c1ccc(S(=O)(=O)Nc2ccc(S(=O)(=O)N3CCCC3)cc2)cc1,2.6,32,94,1.7,-5,-11,-3,98,-6
Cc1cccc(OC(=O)CCN2C(=O)C3C4C=CC(C5CC45)C3C2=O)c1C (configuration not stated),0.5,15,100,1.9,-5,-10,-2,103,-8
COC(=O)c1c(NC(=O)CSc2nnnn2-c2ccccc2)sc2c1CCC(C(C)(C)C)C2 (configuration not stated),0.5,10,93,-0.5,-5,4,2,100,-1
Cc1cc(C[n+]2cc(Cl)ccc2N)c2ncccc2c1,0.7,43,92,0.2,-5,·,-11,90,23*
Cc1c(C(=O)OC(C)C)[nH]c2c1C(=O)CC(C)(C)C2,0.4,16,110,0.8,-2,·,6,107,-10
O=C(Cc1c(F)cccc1Cl)NC1CCN(Cc2ccccc2)CC1,0.3,10,107,-0.3,2,2,5,102,5
CCc1c(C(=O)Nc2ccncc2)csc1C,6.8,18,111,5.2,-7,13,13,111,-9
Cc1cc2c(cc1S(=O)(=O)N1CCOCC1)NC(=O)CO2,0.0,43,103,0.0,-7,18,4,103,-7
CCOc1cccc(C(=O)NCc2ccccc2)c1,-1.0,44,93,0.4,-3,-4,-2,102,-1
CN1C(=O)S/C(=C/c2ccccc2OCc2ccc(C(=O)O)cc2)C1=O,1.9,32,·,2.6,-5,-20,·,·,-12
COc1ccc(S(=O)(=O)c2c(O)c3ccc(C(=O)Nc4ccc(F)cc4F)cc3[nH]c2=O)cc1,-0.6,38,103,-0.2,-4,-14,4,101,-7
N#CC1=C(N)OC2=C(CCC/C2=C/c2ccoc2)C1c1ccoc1 (configuration not stated),·,18,93,·,·,25,1,97,2
Cc1cc(C(=O)Nc2sc(C)c(-c3ccc(F)cc3)c2C(N)=O)no1,-0.8,26,102,1.7,-5,11,7,102,-10
COc1cc(NC(=O)COC(=O)/C=C/c2c(C)nn(C3CCS(=O)(=O)C3)c2Cl)cc(OC)c1OC (configuration not stated),-0.2,12,107,0.2,-1,3,5,105,-9

# Complete entries, quoted from the list.
# CCc1c(C(=O)Nc2ccncc2)csc1C reads OXTR agonist = 6.8; PHOSPHO1 block = 18; MEKK2 WT-MEK5 = 111; V1R ag counter = 5.2; GalR3 antag = -7; NALP1 inh = 13; MEKK2 mut-MEK5 = 13; MEKK3 PB1 HTS = 111; GPR7 antag = -9
# N#CC1=C(N)OC2=C(CCC/C2=C/c2ccoc2)C1c1ccoc1 (configuration not stated) reads OXTR agonist = ·; PHOSPHO1 block = 18; MEKK2 WT-MEK5 = 93; V1R ag counter = ·; GalR3 antag = ·; NALP1 inh = 25; MEKK2 mut-MEK5 = 1; MEKK3 PB1 HTS = 97; GPR7 antag = 2
# Cc1[nH]c2ccccc2c1C(=O)CN1CCC(C)CC1 reads OXTR agonist = 0.9; PHOSPHO1 block = 70*; MEKK2 WT-MEK5 = 105; V1R ag counter = 1.5; GalR3 antag = 3; NALP1 inh = -14; MEKK2 mut-MEK5 = 3; MEKK3 PB1 HTS = 98; GPR7 antag = -5

# The list goes on.
SMILES,OXTR agonist,PHOSPHO1 block,MEKK2 WT-MEK5,V1R ag counter,GalR3 antag,NALP1 inh,MEKK2 mut-MEK5,MEKK3 PB1 HTS,GPR7 antag
O=C(c1cc(-c2cccc(Cl)c2)nc2ccccc12)N1CCCC1,-0.4,62*,102,-0.2,3,8,8,100,-8
Cc1ccc(NCCC(=O)c2cccs2)cc1,-2.0,-8,100,0.2,5,7,1,102,-7
O=C(O)c1ccc(/C=N/Nc2nc(N3CCCCC3)nc(N3CCCCC3)n2)cc1,1.1,13,93,0.7,7,·,3,101,-7
O=C(COn1nnc2ccc(C(F)(F)F)cc21)Nc1nnc(-c2ccccc2)o1,-1.6,14,111,0.0,3,24,13,108,-15
COc1ccc(CN2C(=O)CSCC2=O)cc1OC,0.7,38,105,0.3,-3,-14,7,104,8
COCCCNC(=O)[C@H](Cc1c[nH]c2ccccc12)NC(=O)OCc1ccccc1,0.4,46,101,3.0,-8,29,5,103,-11
CC(C)(C)Cc1nnc(NS(=O)(=O)c2ccc(F)cc2)s1,0.0,78*,101,0.6,6,4,3,99,-7
O=C(c1cnc2ccccn2c1=O)N1CCc2ccccc21,-0.1,-10,97,-0.2,-6,-6,6,100,-2
CCOC(=O)C1(CCc2ccccc2)CCN(Cc2c(O)cccc2OC)CC1,1.6,16,100,1.5,-11,8,-9,106,8
COc1cnc(-c2ccccn2)[nH]c1=O,0.5,16,93,1.0,-3,-23,-11,106,-18
COc1ccccc1CNC(=O)C1CCCN(S(=O)(=O)c2cccc3nonc23)C1 (configuration not stated),0.6,19,106,1.9,2,11,1,102,-7
O=C1C(Nc2ccccc2)=C(N2CCCCC2)C(=O)c2ccccc21,-0.3,50,104,1.4,-3,4,5,107,-9
CC1CN(c2nc(N(C)c3ccccc3)nc(N)c2[N+](=O)[O-])CC(C)O1 (configuration not stated),-1.8,·,95,-0.9,-6,8,-2,93,-13
COC(=O)CCCn1c(C)cc(C(=O)CCl)c1C,0.1,36,94,1.3,-1,-36,-6,99,8
CCOc1cccc(OCCOCCN2CCCC2)c1,-0.4,10,101,0.2,0,·,16,99,-1
O=C(NNC(=O)c1ccc(SCC2CCCO2)c([N+](=O)[O-])c1)c1ccc(F)cc1 (configuration not stated),0.9,-1,101,3.0,2,1,4,103,-2
N#Cc1ccccc1CSc1nnc(Cc2ccccc2)o1,-2.2,24,103,-0.1,-1,11,2,102,-11
Cn1c(=O)n(C)c2cc(/C=N/NC(=O)c3ccncc3)ccc21,0.3,-14,97,2.5,·,34,0,100,-12
COC(=O)c1cccc(Oc2cccc(Cl)n2)c1,-2.4,32,105,-0.7,3,4,3,101,2
O=Cc1c(NCc2ccccc2)c2ccccc2[nH]c1=O,-1.7,3,102,1.1,-6,12,3,96,1
COc1ccc(OCC(=O)N/N=C2\CCCc3ccccc32)cc1,1.8,1,108,0.6,-2,28,7,96,-6
COc1ccc(N2CC(C(=O)NCCC3=CCCCC3)CC2=O)cc1 (configuration not stated),-0.1,-3,96,14,-1,6,-2,96,-2
CCOC(=O)c1cnc2c(C)c(C)ccc2c1NCCN1CCOCC1,·,50,95,·,-7,26,-11,94,4
CC(C)CSc1nc2c(c(=O)[nH]c(=O)n2C)n1CC(O)COc1cccc2ccccc12 (configuration not stated),·,88*,100,·,-1,24,1,102,13
Cc1cc(C(=O)NNS(=O)(=O)c2ccc(C(C)(C)C)cc2)nn1C(C)(C)C,-3.2,20,95,-0.7,-5,21,-3,95,-2
CS(=O)(=O)N1N=C(c2ccco2)CC1c1ccc(Br)cc1 (configuration not stated),1.8,-12,107,4.3,-5,18,12,87,-3
Cc1cccc2cc(C#N)c(SCC(=O)N3CCC(C)CC3)nc12,-2.1,-10,104,-0.8,2,0,4,111,1
C=CCN(c1ccc(C(=O)Nc2ccc(NC(C)=O)cc2)cc1)S(C)(=O)=O,-0.4,-25,94,0.4,-3,-11,-6,100,5
O=C1C=C(Nc2ccccc2C(=O)O)c2ccccc2C1=O,-1.0,33,85,-0.6,-2,·,-1,89,-13
COc1ccccc1C(CC(=O)N1CCCC1)c1ccc2c(c1)OCO2 (configuration not stated),-2.2,12,98,0.8,-2,-6,-1,99,7

# Screening results (PubChem BioAssay)
